Source: PubChem BioAssay
CHRM4 agonist: agonists of human muscarinic M4 receptor (CHRM4). P08173. AID 624127. 360,000 tested, 0.14% active. activation, % at 3 µM. CHO-K1 hM4/Gqi5, Fluo-8 calcium fluorescence; vehicle 0%, full acetylcholine response 100%;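 active means activation above the run mean over all test wells plus 3 SD, cut at about 32% in these data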;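 further: peak over basal fluorescence ratio per well then scaled between controls; 0% = DMSO wells and 100% = acetylcholine at EC100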
Target sequence (P08173 whole entry, looked up): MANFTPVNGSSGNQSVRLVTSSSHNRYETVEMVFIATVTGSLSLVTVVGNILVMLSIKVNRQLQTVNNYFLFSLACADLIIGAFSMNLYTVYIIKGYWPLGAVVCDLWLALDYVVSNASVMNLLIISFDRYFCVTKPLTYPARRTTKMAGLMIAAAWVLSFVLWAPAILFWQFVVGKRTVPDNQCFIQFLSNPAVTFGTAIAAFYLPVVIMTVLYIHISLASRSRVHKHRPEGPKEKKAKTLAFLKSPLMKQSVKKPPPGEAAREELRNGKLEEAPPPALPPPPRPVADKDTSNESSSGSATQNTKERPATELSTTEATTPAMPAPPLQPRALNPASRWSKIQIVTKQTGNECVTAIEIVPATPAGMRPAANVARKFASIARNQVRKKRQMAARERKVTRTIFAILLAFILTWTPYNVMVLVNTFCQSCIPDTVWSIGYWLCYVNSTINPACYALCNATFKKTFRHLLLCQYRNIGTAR
CHRM5 PAM: CHRM5 positive allosteric modulation | P08912 | CHO-K1 hM5, Fluo-8 calcium, ACh EC20 PAM; 0% = ACh EC20, 100% = ACh EC100 | activation, % at 3 µM | 360,000 tested, 0.3% active;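 active means activation above the run cutoff, the mean activation of all test compounds plus 3 SD, cut at about 18% in these data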
Target sequence (P08912 whole entry, looked up): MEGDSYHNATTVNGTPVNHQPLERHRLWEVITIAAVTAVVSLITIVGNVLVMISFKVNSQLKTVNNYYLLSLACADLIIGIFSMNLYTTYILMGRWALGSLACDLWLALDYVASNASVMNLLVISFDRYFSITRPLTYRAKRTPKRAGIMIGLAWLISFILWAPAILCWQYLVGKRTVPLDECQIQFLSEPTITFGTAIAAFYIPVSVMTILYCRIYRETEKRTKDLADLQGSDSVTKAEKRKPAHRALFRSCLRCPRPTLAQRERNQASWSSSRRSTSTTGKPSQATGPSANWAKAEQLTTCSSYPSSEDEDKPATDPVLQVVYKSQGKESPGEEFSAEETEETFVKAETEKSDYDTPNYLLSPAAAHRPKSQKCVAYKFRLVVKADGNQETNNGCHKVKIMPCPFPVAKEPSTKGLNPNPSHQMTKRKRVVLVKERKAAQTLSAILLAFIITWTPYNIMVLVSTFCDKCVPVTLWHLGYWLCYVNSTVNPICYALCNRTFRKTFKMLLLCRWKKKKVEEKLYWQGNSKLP
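Assay system: CHO-K1 hM5 cells. Also added: acetylcholine at EC20 concentration, added after compound. Dosing: 3 µM, single dose. Times: compound preincubation 140 s before EC20 acetylcholine addition. Signal: Fluo-8 calcium fluorescence. Measure: % activation relative to EC20 and EC100 ACh responses. Repeats: singlicate, one well per test compound.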
M1 PAM parental: M1 PAM counterscreen hit in parental CHO-K1 cells; ATP EC20, Fluo-8 calcium fluorescence; 0% at ATP EC20, 100% at ATP max; activation, % at 3 µM; 360,000 tested, 0.02% active; AID 602247;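 active means activation above the run cutoff, the mean activation of all test compounds plus 3 SD, cut at about 40% in these data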;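 further: peak over basal fluorescence ratio in a 140 s read after ATP addition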
CHO-K1 Ca antag: counter-screen for M1 antagonists: effect in parental CHO-K1 cells. ATP-induced calcium, Fluo-8 fluorescence. inhibition, % at 3 µM. 360,000 tested, 0.6% active. AID 602250;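 active means inhibition above a per-plate cutoff, the plate's mean sample inhibition plus 3 SD, cut at about 24% in these data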;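 further: 0% = DMSO plus EC80 ATP and 100% = DMSO alone without ATP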
CHRM4 PAM: CHRM4 positive allosteric modulation; P08173; CHO-K1 hM4/Gqi5, Fluo-8 calcium fluorescence, ACh EC20; 0% = ACh EC20, 100% = maximal ACh; activation, % at 3 µM; 360,000 tested, 0.4% active;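 active means activation above its plate's cutoff, the mean activation of sample wells plus 3 SD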; further: some results filed as inactive read as strong as hits
CHRM5 agonist: CHRM5 agonism in calcium assay. AID 624037. activation, % at 3 µM. 360,000 tested, 0.19% active. CHO-K1 hM5 cells, Fluo-8 calcium fluorescence; 0% DMSO wells, 100% maximal acetylcholine response;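 active means activation above the run's mean over test compounds plus 3 SD, cut at about 23% in these data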;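 further: signal is peak over basal fluorescence ratio across the kinetic read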
M5 antag: CHRM5 antagonism in calcium assay; P08912; CHO-hM5 cells, Fluo-8 calcium fluorescence, ACh EC80; inhibition, % at 3 µM; 360,000 tested, 0.59% active; AID 624040;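 active means inhibition above a per-plate cutoff, the mean of that plate's test compounds plus 3 SD, cut at about 27% in these data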;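 further: 0% = acetylcholine EC80 with DMSO and 100% = DMSO without agonist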
CHO-K1 Ca ag: counter-screen for M1 agonists: effect in parental CHO-K1 cells; Fluo-8 calcium fluorescence; scaled to maximal ATP response, vehicle zero; activation, % at 3 µM; 360,000 tested, 0.48% active; AID 602248; in the data active means activation above about 15%;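 further: untransfected CHO-K1 host cells lacking M1 receptor as counterscreen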
M4 antag: CHRM4 antagonism in calcium assay | P08173 | CHO-hM4 cells, ACh EC80, Fluo-8 calcium fluorescence | inhibition, % at 3 µM | 360,000 tested, 0.73% active | AID 624125;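 active means inhibition above its plate's cutoff, the mean inhibition of sample wells plus 3 SD, cut at about 27% in these data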;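 further: 0% = acetylcholine EC80 with DMSO and 100% = DMSO without agonist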
* = called active by the depositor; & = joins results of further samples.

SMILES	CHRM4 agonist	CHRM5 PAM	M1 PAM parental	CHO-K1 Ca antag	CHRM4 PAM	CHRM5 agonist	M5 antag	CHO-K1 Ca ag	M4 antag
Cc1ccc(S(=O)(=O)N2CCCC2CNC(=O)C(=O)Nc2ccc(F)cc2F)cc1 (centres undefined)	5.1	-4.2	-2.1	1.7	-1.2	-1.3	11.7	2.4	-9.2
COc1ccc(C(=O)N2CCN(c3ccccn3)CC2)cc1[N+](=O)[O-]	1.1	-2.9	1.6	-3.8	-9.8	0.0	17.8	1.5	1.6
O=C1C(Cc2ccccc2)Nc2ncnc(N3CCOCC3)c2N1Cc1ccc(Cl)cc1 (centres undefined)	5.4&6.5	-2.3&-0.4	1.4&5.2	-11.5&0.7	7.0&2.2	0.6&1.0	5.4&-14.6	0.9&1.4	-1.7&-26.3
COC(=O)Cn1cnc2sc(C)c(S(=O)(=O)N3CCN(c4ccccc4OC)CC3)c2c1=O	6.5	-21.7	13.1	-4.0	-3.7	-2.8	-1.8	2.8	-4.3
CCNS(=O)(=O)c1ccc(NC(=O)c2ccccc2SCCOC)cc1	0.6	-0.6	10.1	-1.4	6.1	-1.7	-8.2	0.2	-1.6
Cc1cc(-c2n[nH]c(=S)n2/N=C/c2sccc2C)n[nH]1	0.7	3.3	25.5	-3.3	4.4	-1.1	-14.3	11.2	-5.3
Clc1ccc(-c2csc(N/N=C/c3cccnc3)n2)c(Cl)c1	-1.0	12.7	20.4	-7.0	7.5	11.2	-3.0	0.8	-1.8
O=C(N/C(=C/c1cccc(Br)c1)C(=O)N1CCCCC1)c1ccco1	4.1	-5.5	28.1	-9.1	0.7	2.3	10.2	3.0	-3.0
N#Cc1cccc(NC(=O)c2cc(C3CCCCN3C(=O)c3ccc4c(c3)CCO4)on2)c1 (centres undefined)	12.8	-11.5	5.6	3.5	-3.1	-1.5	11.6	4.7	-0.5
O=C(CN1CCN(Cc2ccccc2)CC1)N/N=C/c1c[nH]c2ccccc12	0.8	6.2	20.9	-4.5	-3.7	-0.3	-2.2	1.8	-1.4
CCOC(=O)N1CCN(c2ccncc2S(=O)(=O)N2CCCCC2)CC1	-1.4	12.8	16.9	-2.2	17.3	-2.6	-5.0	0.0	-4.7
COc1ccc(CNC(=O)CCNC(=O)c2ccc(C(C)(C)C)cc2)cc1OC	1.9	-4.6	-1.8	10.4	1.7	0.5	12.4	-0.2	-0.6
CCN(CC)S(=O)(=O)c1ccc(N2CCOCC2)c(NC(=O)c2cc(C)cc(C)c2)c1	-1.2	-3.3	17.0	-6.0	5.1	-2.2	13.6	-0.3	-20.0
c1cnc2c(SCc3ccc(-c4nnco4)cc3)cccc2c1	1.6	-0.8	10.1	1.6	3.7	-2.0	15.5	2.0	-1.4
Nc1nc(NCCc2ccccc2)nc(NCc2ccccc2)c1[N+](=O)[O-]	0.8	2.5	16.0	-7.4	8.5	-1.1	2.8	0.9	-3.9
CC(=O)N1c2ccc(S(=O)(=O)N3CCCCC3)cc2CC1C(=O)NCc1ccccc1C (centres undefined)	0.7	-0.7	11.0	-6.2	-6.2	-4.1	14.1	1.1	5.7
CCOCCCNC(=O)C1CCCCN1S(=O)(=O)c1ccc(F)cc1 (centres undefined)	0.9	-8.4	-3.7	1.6	-4.0	-3.5	7.1	0.2	13.1
Cc1ccc2oc(C(=O)NCc3ccccc3)cc(=O)c2c1	6.0	-4.3	-11.4	3.3	-1.0	2.4	8.8	5.8	-20.4
Cc1ccc(N(C)S(=O)(=O)c2ccc(-c3cnc(C4CC4)o3)cc2)cc1	4.2	-7.3	0.8	-6.6	-3.8	-0.8	16.6	2.1	1.0
CCc1csc(CCNC(=O)C2CCC(=O)N(Cc3cccc(C(F)(F)F)c3)C2)n1 (centres undefined)	1.4	-3.4	-10.1	3.4	2.5	1.7	3.0	0.2	-13.9
CC(=O)CC(=O)Nc1ccn(-c2ccccc2)n1	1.2	19.5*	-9.4	27.2*	0.0	-0.5	6.3	-0.3	-0.8
CC1=CC2=NC(=O)CC(C)(C(=O)N(CC(=O)NC3CCCC3)c3ccccc3C)N2C=C1 (centres undefined)	0.3	8.3	8.0	-16.0	-5.5	-0.6	5.2	0.2	-4.9
COc1ccc(S(=O)(=O)N2CCC(NC(=O)OCc3c(Cl)cccc3Cl)CC2)cc1	-0.2	-3.3	8.3	8.0	3.0	-10.6	-4.3	1.5	11.6
C=CCN1C(=O)c2ccc(C(=O)N(C)CC(=O)Nc3ccc(Br)cc3C)cc2C1=O	2.2	-1.8	-17.0	19.7	1.1	-1.1	6.5	0.2	-14.2
O=C(COC(=O)c1ccc([N+](=O)[O-])o1)NCc1ccc2c(c1)OCO2	2.7	-2.4	4.1	-11.7	2.0	-1.2	11.5	0.8	4.9
CCn1cc(/C=N/NC(=O)c2ccc(C#N)cc2F)c2ccccc21	0.3	-4.1	-9.3	8.7	-1.3	-0.8	1.9	0.4	2.6
CC(NC(=O)c1noc2c1CCCC2)c1ccccc1 (centres undefined)	1.0	2.6	-8.8	0.7	-4.5	-4.2	1.0	0.3	6.4
O=C(COC(=O)Cc1ccc(F)cc1)NC1CCCCC1	1.2	-5.4	15.6	-10.7	-1.9	-0.9	16.9	0.1	10.1
CSCCC(NC(=O)c1ccc(Cl)cc1Cl)C(=O)NCC(c1cccs1)N(C)C (centres undefined)	1.7	7.5	11.5	-15.6	2.6	-6.1	0.8	0.8	9.6
O=C(O)CCC(=O)c1cccc2ccccc12	0.3	-1.9	8.5	9.3	5.3	-4.3	1.4	-0.1	1.9
O=C(Nc1cccnc1Cl)c1cccnc1Cl	-0.3	-6.3	3.2	4.6	-6.0	-1.8	-2.5	0.1	9.2
Cc1cc(Oc2ccccc2)nc(-c2ccccc2O)n1	-1.2	-1.8	9.1	-2.9	-8.7	-4.1	5.7	-0.2	5.2
Nc1cc(-c2ccccc2)nn1Cc1ccc(Cl)cc1	2.0	2.7	18.7	-10.4	10.4	-2.8	-7.5	1.5	-2.9
Cc1ccccc1S(=O)(=O)N1C[C@H]2[C@H]3C(=O)N(c4ccccc4)C(=O)[C@H]3CC(=O)[C@H]2[C@@H]1c1ccc(Cl)cc1	1.9	8.9	10.3	13.2	6.1	3.4	-8.1	0.9	-14.6
CC(C)CCNC(=O)CN(CCN1CCOCC1)C(=O)Cn1nnc(-c2ccc(F)cc2)n1	1.8	10.2	15.6	-17.3	7.8	-1.8	-4.4	0.3	-5.5
CCC(CCC(=O)Nc1cccc(C(=O)O)c1)C(=O)O (centres undefined)	0.7	4.6	9.4	7.3	11.6	1.1	-5.0	0.3	0.0
COc1ccccc1/C=N/NC(=O)c1ccc(-c2ccccc2)cc1	2.0	-8.7	11.9	-0.9	-5.9	-3.9	-0.7	1.2	-4.4
CCN(CC)c1c([N+](=O)[O-])c(=O)n(C)c2ccccc12	-1.3	8.3	-3.7	5.8	3.6	-3.6	2.9	-0.8	-1.0
CC(CN1CCOCC1)OC(=O)/C=C/c1ccccc1 (centres undefined)	0.9	3.6	16.4	-3.3	4.7	2.2	-12.3	0.4	-0.9
CC1CCCN(C(=O)CN(C)S(=O)(=O)c2cccc3nsnc23)C1 (centres undefined)	0.5	7.0	6.8	-11.5	-2.0	-5.6	-2.2	1.0	-13.2
CC(NC(=O)c1ccc(Br)s1)C1CCCO1 (centres undefined)	0.0	-2.3	10.4	0.0	1.3	-2.0	10.8	12.2	4.4
CC(C)C(OC(=O)c1ccc(Cl)nc1)C(=O)NC1CCCCC1 (centres undefined)	0.4	3.2	3.5	-13.7	-3.6	-2.5	5.9	0.6	1.9
OCC1OC(c2ccc(OCc3ccccc3)cc2OCc2ccccc2)C(O)C1O (centres undefined)	6.0	-3.5	-16.5	22.8	-7.1	1.5	11.3	0.7	14.2
N/C(=N\OS(=O)(=O)c1ccccc1)c1cccnc1	-0.5	0.1	17.4	-1.2	3.0	-0.2	2.1	0.0	4.5
C[C@@H]1CN([C@H](C)CO)C(=O)c2cc(C#CC3CC3)cnc2O[C@H]1CN(C)S(C)(=O)=O	-0.1	-1.2	10.8	-5.3	-1.8	-1.0	2.3	0.6	-2.1

Sorted by the number under M4 antag (low to high): 3 of the compounds above.
SMILES	M4 antag
Cc1ccccc1S(=O)(=O)N1C[C@H]2[C@H]3C(=O)N(c4ccccc4)C(=O)[C@H]3CC(=O)[C@H]2[C@@H]1c1ccc(Cl)cc1	-14.6
CC(C)C(OC(=O)c1ccc(Cl)nc1)C(=O)NC1CCCCC1 (centres undefined)	1.9
CC(NC(=O)c1ccc(Br)s1)C1CCCO1 (centres undefined)	4.4

(listing goes on)
SMILES	CHRM4 agonist	CHRM5 PAM	M1 PAM parental	CHO-K1 Ca antag	CHRM4 PAM	CHRM5 agonist	M5 antag	CHO-K1 Ca ag	M4 antag
CCCCn1c(N)c(N(Cc2ccccc2OC)C(=O)C(C)Oc2cccc(Cl)c2)c(=O)[nH]c1=O (centres undefined)	0.2	-3.2	-9.2	7.3	-6.1	0.0	4.2	-0.1	-1.9
CC(C)c1ccc(Nc2nc(N3CCOCC3)nc(N3CCOCC3)n2)cc1	-0.1	-2.3	7.6	2.5	8.6	0.9	3.5	1.7	-5.9
CCCc1nc(SCc2cccnc2)c2c(=O)n(C)c(=O)n(C)c2n1	6.5	-6.6	-5.2	11.1	-9.8	-2.0	-0.3	2.0	-12.4
N#CCCN(Cc1ccccc1)C(=O)c1nccnc1C(=O)O	0.0	-4.2	4.0	-6.8	2.0	-0.8	5.7	-0.6	-7.5
CCOc1ccc(OCC)c(S(=O)(=O)N2CCCCC2)c1	-0.7	-0.9	-0.8	9.2	-3.4	-1.4	-3.4	0.0	-1.9
C=CCNCCOCCOc1ccc(C)cc1Br	2.3	3.3	13.2	-9.7	20.9	-4.8	-7.0	0.5	5.4
Cc1ccc(-c2cc(C(F)F)n3ncc(C(=O)N4CCCc5ccccc54)c3n2)cc1	-0.1	-4.0	6.7	1.0	-4.4	-4.4	2.2	-0.3	-2.7
O=C(COC(=O)CNS(=O)(=O)/C=C/c1ccccc1)Nc1cccc2ccccc12	6.1	-11.1	8.2	-1.7	-5.9	-3.3	20.1	2.6	5.5
COc1ccc(OC)c(NC(=O)Cn2c(C)nc3ccccc3c2=O)c1	1.3	-3.7	6.1	-0.9	-4.0	-0.5	-4.8	0.6	7.5
O=C(NCC(c1cccs1)N1CCOCC1)c1cc(S(=O)(=O)N2CCOCC2)ccc1F (centres undefined)	1.4	-1.6	15.1	-2.7	6.7	-10.2	4.2	0.3	3.3
CC1CCN(CC(=O)Nc2cc(C(F)(F)F)ccc2Cl)CC1	-0.5	4.6	27.3	-7.3	1.3	-2.8	-3.5	1.2	-7.3
Cn1c(=O)c2c(nc3n2CC(CO)O3)n(C)c1=O (centres undefined)	1.0	13.6	24.7	-19.2	-6.6	0.6	-5.1	0.7	6.9
CCOc1ccc(NC(=O)c2cccc(S(=O)(=O)NCc3cccnc3)c2)cc1	-0.6	2.4	9.5	-9.3	6.8	-0.7	3.2	0.6	9.3
CN(C)c1ccc(C(=O)NC2(N3CCC3=O)CCCC2)cc1	0.8	3.9	17.4	-17.7	6.0	-0.1	5.8	1.0	5.0

CHRM5 PAM: what is marked active above
Compound	CHRM4 agonist	CHRM5 PAM	CHRM4 PAM	CHRM5 agonist	M5 antag	M4 antag
CC(=O)CC(=O)Nc1ccn(-c2ccccc2)n1	1.2	19.5*	0.0	-0.5	6.3	-0.8
